Screening data as filed in PubChem BioAssay.
UHRF1 binding: blocks human UHRF1 binding to methylated DNA; UHRF1 binding to methylated oligo, TR-FRET; AID 687016; 370,000 tested, 0.75% active; inhibition, % at 4.4 µM; Q96T88; in the data active = inhibition above about 21%;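 also: UHRF1 SRA domain binding a hemimethylated CpG hairpin DNA probe; 0% = median of test compound wells and 100% = reference inhibitor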
rCAG RNA binder: molecules binding r(CAG) RNA repeats. r(CAG) RNA repeat, TO-PRO-1 dye displacement fluorescence. inhibition, % at 3 µM. 370,000 tested, 1.3% active;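 active = inhibition above the plate cutoff, the mean of all test compounds on that plate plus 3 SD, cut at about 35% in these data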;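 also: 0% = DMSO alone and 100% = 100 µM mitoxantrone as full dye displacement; higher means more dye released from RNA so lower well fluorescence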
GC-B act: GC-B (human) receptor activation | HEK293-GC-B cells, CNP EC30, cGMP TR-FRET; 0% at EC30 CNP, 100% saturating CNP | activation, % at 10 µM | 370,000 tested, 0.11% active;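 active = activation at 10 µM reaching about 35% in either raw or pattern-adjusted values, limit read from the data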
MBD2 DNA inh: MBD2-methylated oligo binding inhibition | Q9UBB5 | TR-FRET, MBD2 binding to methylated oligonucleotide | inhibition, % at 4.4 µM | 370,000 tested, 0.31% active; in the data active = inhibition above about 13%
mABHD4 FP: inhibits mouse alpha/beta hydrolase domain 4 | AID 720543 | purified mABHD4, FP-Rh probe fluorescence polarization | inhibition, % at 8.92 µM | 370,000 tested, 0.54% active;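 active = inhibition exceeding the mean over every tested compound plus 3 SD, cut at about 30% in these data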;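 also: 0% = plate median of compound wells and 100% = S159A mutant with DMSO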
Target sequence (Q8VD66 whole entry, looked up, the tested form may be a part): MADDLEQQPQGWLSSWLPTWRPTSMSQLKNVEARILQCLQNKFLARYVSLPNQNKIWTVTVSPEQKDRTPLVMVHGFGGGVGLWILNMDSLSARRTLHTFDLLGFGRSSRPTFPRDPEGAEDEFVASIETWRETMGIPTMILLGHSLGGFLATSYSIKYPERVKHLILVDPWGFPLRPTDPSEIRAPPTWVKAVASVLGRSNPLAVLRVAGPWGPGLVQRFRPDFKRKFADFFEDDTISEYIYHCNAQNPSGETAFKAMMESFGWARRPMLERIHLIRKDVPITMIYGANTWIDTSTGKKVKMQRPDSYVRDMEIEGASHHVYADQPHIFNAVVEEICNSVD
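Test system: mouse ABHD4 enzyme, wild type. Reagent: FP-Rh fluorescent activity-based probe, added after compound pre-incubation. Timing: pre-incubation 45 min, probe exposure 60 min, at 25 °C. Technique: FP readout, ex 525 nm / em 598 nm. Benchmarks: high control S159A mutant with DMSO, low control median of compound wells.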
GC-A act: GC-A (human) enzyme activation | P16066 | HEK293 GC-A cells, cGMP TR-FRET, EC30 ANP; 0% at EC30 ANP, 100% saturating ANP | activation, % at 10 µM | 370,000 tested, 0.14% active | AID 1671463; in the data active = activation above about 40%
TCR-CD3 inh: blocks the human TCR-CD3 interaction; TAMRA-labeled TCR probe fluorescence, biochemical; inhibition, % at 9.4 µM; 360,000 tested, 0.37% active; AID 651800; in the data active = inhibition above about 19%;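 also: recombinant mutant TCR 2C K166C tagged with TAMRA read by polarization; 0% = receptor in buffer alone and 100% = receptor with positive control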
HTRA1 inhibitor: HTRA1 (human) protease inhibition | Q92743 | recombinant HTRA1, FP-rhodamine activity-based probe, fluorescence polarization | inhibition, % at 5.96 µM | 340,000 tested, 0.5% active | AID 504803; in the data active = inhibition above about 36%;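 also: 0% = enzyme with DMSO and 100% = wells lacking enzyme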
Target sequence (Q92743 whole entry, looked up): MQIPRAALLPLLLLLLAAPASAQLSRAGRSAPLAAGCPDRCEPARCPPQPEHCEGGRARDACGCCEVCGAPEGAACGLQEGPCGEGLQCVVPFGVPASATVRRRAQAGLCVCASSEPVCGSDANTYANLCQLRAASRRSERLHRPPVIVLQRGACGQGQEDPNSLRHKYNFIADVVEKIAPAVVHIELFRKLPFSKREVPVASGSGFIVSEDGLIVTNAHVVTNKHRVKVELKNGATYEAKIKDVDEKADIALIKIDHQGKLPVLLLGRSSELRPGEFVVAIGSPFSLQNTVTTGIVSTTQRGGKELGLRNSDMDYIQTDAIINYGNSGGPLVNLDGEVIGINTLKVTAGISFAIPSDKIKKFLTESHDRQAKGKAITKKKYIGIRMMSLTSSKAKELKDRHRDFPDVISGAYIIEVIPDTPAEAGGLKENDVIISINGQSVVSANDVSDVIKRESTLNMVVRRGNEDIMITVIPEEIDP
SIAE primary: inhibitors of human sialic acid acetylesterase SIAE; inhibition, % at 9.66 µM; SIAE FP-Rh probe binding, fluorescence polarization; 370,000 tested, 0.69% active; Q9HAT2;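 active = inhibition above a cutoff: mean of compounds within the control limits plus 3 SD of those, cut at about 17% in these data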;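 also: 0% = plate median of compound wells and 100% = probe without SIAE protein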
PRMT1 FP inh: PRMT1 (human) inhibition, primary screen | Q99873 | recombinant PRMT1, activity-based probe fluorescence polarization | inhibition, % at 2.79 µM | 370,000 tested, 1.3% active;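 active = inhibition above about 21% made by adding two undisclosed values, limit read from the data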
Numbers without * were called inactive; x = no result given. This is a subset (hit frequency here may not be typical).

SMILES | UHRF1 binding | rCAG RNA binder | GC-B act | MBD2 DNA inh | mABHD4 FP | GC-A act | TCR-CD3 inh | HTRA1 inhibitor | SIAE primary | PRMT1 FP inh
CC(=N)c1c(O)c2ccccc2oc1=O | -1.0 | -0.2 | 1.0 | 3.8 | 5.9 | 2.8 | -3.5 | 5.2 | 3.3 | 0.4
CCC(=O)NC(c1cccs1)c1cc([N+](=O)[O-])c2cccnc2c1O (stereo unspecified) | -4.7 | 20.6 | 4.9 | -3.9 | 9.4 | -1.4 | -9.1 | 29.7 | 6.8 | 2.8
COc1cc(C(=O)N2CCCCC2c2cc(C(=O)Nc3ccccc3)no2)cc(OC)c1C (stereo unspecified) | 2.1 | 3.7 | -0.7 | 4.8 | -21.0 | -0.5 | -4.4 | x | 1.5 | 4.7
CC(C)CCSc1nc2ccccc2[nH]1 | 2.8 | -1.7 | x | 4.0 | -1.9 | x | -4.8 | -0.3 | 1.9 | 4.2
O=C(CSc1n[nH]c(C2CCCC2)n1)NC1CCCC1 | -1.2 | -5.8 | -3.1 | -3.5 | 1.4 | 2.5 | 4.7 | 2.6 | 1.6 | -1.6
COc1ccc(-n2cnnc2SCC(=O)Nc2cc(C)on2)cc1 | -1.1 | -4.0 | -1.6 | -4.8 | 0.8 | -1.4 | -0.9 | -1.5 | -1.8 | -2.8
C#CCN1CC(N2CCN(CCO)CC2)CS1(=O)=O (stereo unspecified) | -0.6 | 0.3 | 1.8 | -2.6 | 6.8 | -1.0 | x | x | -1.6 | 1.1
COc1ccc(N2CCN(S(=O)(=O)c3cc4c(cc3C)NC(=O)CO4)CC2)cc1 | -0.5 | 2.6 | 1.2 | 4.2 | 10.9 | 2.6 | -0.1 | 6.4 | -1.5 | 0.2
Nc1nc(N2C(=O)C3CC=CCC3C2=O)nn1-c1ccccc1 (stereo unspecified) | 0.3 | -2.9 | -0.4 | -2.0 | 1.9 | 4.3 | -2.8 | -1.0 | 15.7 | 0.1
Oc1ccccc1-c1nc(NCc2ccccc2)c2ccccc2n1 | -0.4 | 9.3 | 8.6 | -0.7 | -2.8 | 15.6 | 0.0 | -1.3 | -4.2 | -1.8
O=C(c1ccco1)N1CCN(C2c3ccccc3-c3ccccc32)CC1 | 6.5 | -5.7 | -6.1 | 1.0 | -4.7 | -18.7 | -3.9 | 0.1 | -4.7 | 2.4
CCCCc1nc(NCc2ccccc2)c(C#N)c2c1COC(C)(C)C2 | 0.1 | -2.4 | 1.0 | -0.6 | 2.4 | 1.6 | -5.4 | 1.9 | 4.0 | 0.4
CC(C)[C@H](NC(=O)c1ccccc1Br)C(=O)OCc1nc2ccsc2c(=O)[nH]1 | -2.2 | -1.9 | 0.9 | -0.7 | -4.5 | -1.8 | 4.7 | 1.8 | 7.7 | 2.2
CCC(=O)Nc1ccc(Cl)c(NC(=O)C(C)C)c1 | 1.9 | -1.1 | 3.6 | 0.4 | 7.3 | -0.4 | -2.5 | -2.6 | 9.2 | 1.3
O=C(COC(=O)c1nc(Cl)ccc1Cl)NC1CCCCC1 | -5.0 | 2.5 | 4.5 | -5.9 | -1.9 | -0.2 | -1.2 | 9.9 | -1.4 | -1.6
CCOC(=O)C1(CC2CCCCO2)CCN(C2CCSCC2)CC1 (stereo unspecified) | 1.6 | -6.7 | 3.3 | -1.5 | -1.6 | -2.6 | 7.7 | 3.0 | 0.7 | -0.7
O=C(CN1CCCC1)Nc1ccc([N+](=O)[O-])cc1Cl | 2.0 | -3.6 | -1.4 | 2.3 | -2.8 | 0.0 | -0.1 | 1.2 | 0.3 | 0.3
Cc1sc2nc(CN3CCOCC3)nc(Cl)c2c1C | 2.0 | -1.3 | -1.1 | 1.5 | 3.5 | 5.6 | 5.4 | 4.7 | -3.6 | -1.2
Cc1ccc(NC(=O)COC(=O)CNC(=O)c2ccco2)cc1 | 0.7 | 0.1 | -3.5 | -4.4 | -5.2 | 0.8 | 4.7 | 0.4 | -0.9 | -3.5
CCN1CCN(c2nc(Nc3ccc(NC(C)=O)cc3)nc(Nc3ccc(NC(C)=O)cc3)n2)CC1 | 3.2 | -6.1 | 3.1 | -2.4 | 2.6 | -1.0 | 8.8 | -0.1 | 1.6 | -4.8
O=C(NCc1ccc(C(=O)N2CCCC2)cc1)c1cccc(Br)c1 | 4.2 | 2.0 | 7.5 | 0.5 | 3.7 | 2.4 | x | x | -1.1 | -1.9
Cc1nc(-c2ccccc2)sc1C1(C)CC(c2ccccc2F)=NO1 (stereo unspecified) | 3.0 | 2.8 | -1.3 | 6.3 | -5.9 | -3.0 | -9.0 | -20.1 | 10.2 | 1.9
CC(C)N1Cc2nnn(Cc3ccccc3)c2-c2cc(N3CCCC3)ccc2S1(=O)=O | -0.5 | 6.8 | -13.8 | -0.1 | 26.8 | -10.4 | x | x | 1.9 | -1.0
Cc1ccc(CNC(=O)CS(=O)CC(=O)O)cc1 (stereo unspecified) | -0.5 | 0.2 | 7.6 | -5.8 | 3.7 | 1.9 | -1.6 | -2.8 | -3.5 | 2.5
CCCCCCCCC(=O)N/N=C(\C)c1ccco1 | -4.0 | -5.6 | -1.2 | 0.0 | 2.2 | 0.0 | 4.3 | -13.4 | -5.4 | 0.8
The list goes on:
SMILES | UHRF1 binding | rCAG RNA binder | GC-B act | MBD2 DNA inh | mABHD4 FP | GC-A act | TCR-CD3 inh | HTRA1 inhibitor | SIAE primary | PRMT1 FP inh
Cc1cc(C(=O)N2CCc3ccccc32)c2cc(F)ccc2n1 | -0.5 | 5.7 | 6.8 | 6.3 | -10.1 | -4.8 | -1.8 | -3.4 | -3.7 | 1.6
O=c1ccc(/C=C/c2ccccc2)nn1Cc1ccc(F)cc1 | 0.1 | -6.6 | -0.4 | 0.3 | -9.6 | 0.1 | 4.8 | -42.8 | -1.1 | 2.0
O=C(OCC1CC(c2ccccc2Cl)=NO1)c1ccc(Br)cc1 (stereo unspecified) | -3.5 | 1.2 | -4.3 | 0.4 | 0.1 | 0.1 | -0.6 | 1.7 | 1.2 | 0.6
COc1ccc(-c2nc(CS(=O)CC(=O)NCCN3CCCCCC3)c(C)o2)cc1OC (stereo unspecified) | 2.2 | -5.0 | 4.2 | 1.1 | 1.7 | -3.9 | 2.2 | 7.7 | 0.7 | 0.0
CCOc1ccc(C(=O)c2ccc(OCC)c(N)c2)cc1N | -0.3 | 1.5 | -1.7 | -1.2 | 6.2 | -1.3 | -0.5 | 4.2 | 7.1 | -1.0
O=C(N/N=C/c1cc(Cl)cc([N+](=O)[O-])c1O)c1ccc2c(c1)OCO2 | -3.3 | 6.1 | 1.6 | 0.2 | 20.7 | 0.2 | 41.0* | 25.1 | 11.2 | 2.5
CN(C)C(=O)C1=NOC2(C1)C(=O)Nc1ccccc12 (stereo unspecified) | 0.3 | 2.0 | 1.2 | -0.1 | 4.9 | -0.6 | 6.7 | x | -4.0 | -3.6
CC(C)N(C(=O)[C@H]1C[C@H](CC(=O)NCCCN(C)C)C(=O)N2CCc3c([nH]c4ccc(Cl)cc34)[C@]12C)C(C)C | 0.3 | 6.0 | -2.0 | -3.8 | 1.0 | 0.7 | 3.4 | -0.1 | 2.8 | -1.0
FC(F)(F)c1cccnc1-n1cncn1 | 0.4 | 1.0 | 1.7 | -6.4 | 4.3 | 3.8 | 0.0 | -1.0 | 1.3 | 0.4
C=CCn1sc(N)c(C(=O)OCC)c1=S | -3.0 | 2.7 | 4.0 | -3.5 | 4.1 | 3.9 | 5.8 | 6.1 | 3.9 | -0.9
CS(=O)(=O)N(CC(=O)NCc1cccnc1)Cc1ccc(Cl)cc1 | -3.8 | -0.2 | 1.2 | -3.9 | -0.5 | 1.0 | -2.4 | -5.6 | 6.7 | 0.1
Cc1cc(N2CCOCC2)nc(SCc2c(Cl)cccc2Cl)n1 | -1.6 | -3.8 | 3.4 | -0.6 | -3.8 | -6.6 | 9.5 | -33.5 | 3.7 | 1.9
Cc1nn(Cc2ccccc2)c2sc(C(=O)N3CCN(Cc4ccc5c(c4)OCO5)CC3)cc12 | -2.9 | -5.3 | 5.5 | -0.2 | -2.4 | 6.8 | 1.7 | -39.4 | -0.7 | 1.0
O=C(c1ccc(F)cc1)C1CCN(C(=S)Nc2ccccc2)CC1 | 1.4 | -3.1 | -1.3 | -2.3 | -3.9 | 3.6 | 2.3 | -2.6 | 3.6 | -2.0
COc1ccccc1NS(=O)(=O)c1cc(N)ccc1N1CCCCC1 | 0.0 | 2.1 | 0.1 | -3.6 | -18.7 | -1.5 | 6.0 | -9.8 | 6.3 | 3.4
COc1ccc(C(=O)N/C(=C/c2cccs2)c2nc3ccccc3[nH]2)cc1OC | -6.2 | 3.9 | -4.6 | 0.9 | -1.2 | -6.0 | -2.8 | -2.1 | -1.3 | -1.5
Cc1cc(NC(=O)C2CCCC2)nc2c1c(=O)oc1ccccc12 | 1.8 | 7.1 | -3.0 | 4.2 | -8.1 | 8.4 | 1.8 | -21.1 | -8.6 | -0.5
CCOc1ccc(C(=O)Nc2cc(-c3nc4ccccc4[nH]3)ccc2Cl)cc1[N+](=O)[O-] | -2.2 | 24.4 | 10.1 | -6.9 | -50.1 | 26.9 | 25.1* | -48.0 | -78.1 | -1.0
COc1cc(CO)c(Br)cc1OCC(=O)Nc1ccccc1C | 1.7 | 5.5 | -0.2 | 3.4 | -11.4 | 7.4 | -2.0 | -6.0 | -3.3 | -3.1
COc1ccccc1N1CCN(S(=O)(=O)c2ccc3c(c2)NC(=O)C(C)S3)CC1 (stereo unspecified) | 0.5 | 2.8 | 8.6 | -1.5 | 0.7 | -1.8 | -0.5 | -8.1 | -2.5 | -1.1
COc1ccc(S(=O)(=O)N2CCOCC2)cc1NC(=O)COc1ccc(C)cc1 | 0.7 | 9.2 | 7.9 | -5.2 | -3.1 | 3.4 | 4.0 | -3.8 | 0.4 | -1.4
CCn1c(=O)[nH]c2cc(C(=O)Nc3cc(C)cc(C)c3)ccc2c1=O | 4.4 | 0.9 | 1.1 | 8.8 | -11.8 | 5.4 | -2.4 | -1.3 | -8.4 | 1.6
Cc1ccc(S(=O)(=O)NNC(=O)c2ccc(F)cc2)cc1 | -1.5 | 1.8 | 1.8 | 4.7 | -0.9 | -2.0 | 1.7 | 0.2 | -2.6 | -2.9
CC(Sc1nc(N(C)C)nc(N2CCOCC2)n1)C(=O)Nc1ccccc1 (stereo unspecified) | -2.7 | -1.8 | -2.2 | 0.2 | 2.1 | -4.4 | 5.4 | -5.7 | 2.6 | -2.9
COc1ccc(-c2oc3ccccc3c2C(=O)Oc2ccccc2)cc1 | -2.1 | -1.1 | -1.3 | 0.5 | -6.1 | -5.9 | -2.1 | -62.2 | -8.8 | -0.6

Given as a markdown table: part of the list above.
| mol | UHRF1 binding | rCAG RNA binder | GC-B act | MBD2 DNA inh | mABHD4 FP | GC-A act | TCR-CD3 inh | HTRA1 inhibitor | SIAE primary | PRMT1 FP inh |
| --- | --- | --- | --- | --- | --- | --- | --- | --- | --- | --- |
| CCOc1ccc(C(=O)c2ccc(OCC)c(N)c2)cc1N | -0.3 | 1.5 | -1.7 | -1.2 | 6.2 | -1.3 | -0.5 | 4.2 | 7.1 | -1.0 |
| O=C(N/N=C/c1cc(Cl)cc([N+](=O)[O-])c1O)c1ccc2c(c1)OCO2 | -3.3 | 6.1 | 1.6 | 0.2 | 20.7 | 0.2 | 41.0* | 25.1 | 11.2 | 2.5 |
| CN(C)C(=O)C1=NOC2(C1)C(=O)Nc1ccccc12 (stereo unspecified) | 0.3 | 2.0 | 1.2 | -0.1 | 4.9 | -0.6 | 6.7 | x | -4.0 | -3.6 |
| CC(C)N(C(=O)[C@H]1C[C@H](CC(=O)NCCCN(C)C)C(=O)N2CCc3c([nH]c4ccc(Cl)cc34)[C@]12C)C(C)C | 0.3 | 6.0 | -2.0 | -3.8 | 1.0 | 0.7 | 3.4 | -0.1 | 2.8 | -1.0 |
